Screening results: PubChem BioAssay, The Scripps Research Institute Molecular Screening Center
CHRM1 antagonist = human M1 muscarinic receptor antagonists, primary screen, CHO-K1 cells, Fluo-8 calcium fluorescence, 1536-well; inhibition, % at 3 µM; Muscarinic acetylcholine receptor M1 (Homo sapiens), P11229; 360,000 compounds, 1.3% hits; CHO-K1 hM1, ACh EC80 antagonist;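 active means percent inhibition above its own plate's cutoff, namely the mean of that plate's compound wells plus 3 SD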;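 further: peak over basal fluorescence ratio during 140 s after agonist addition; 0% = ACh EC80 plus DMSO and 100% = DMSO alone without agonist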
Target sequence (P11229 whole entry, looked up): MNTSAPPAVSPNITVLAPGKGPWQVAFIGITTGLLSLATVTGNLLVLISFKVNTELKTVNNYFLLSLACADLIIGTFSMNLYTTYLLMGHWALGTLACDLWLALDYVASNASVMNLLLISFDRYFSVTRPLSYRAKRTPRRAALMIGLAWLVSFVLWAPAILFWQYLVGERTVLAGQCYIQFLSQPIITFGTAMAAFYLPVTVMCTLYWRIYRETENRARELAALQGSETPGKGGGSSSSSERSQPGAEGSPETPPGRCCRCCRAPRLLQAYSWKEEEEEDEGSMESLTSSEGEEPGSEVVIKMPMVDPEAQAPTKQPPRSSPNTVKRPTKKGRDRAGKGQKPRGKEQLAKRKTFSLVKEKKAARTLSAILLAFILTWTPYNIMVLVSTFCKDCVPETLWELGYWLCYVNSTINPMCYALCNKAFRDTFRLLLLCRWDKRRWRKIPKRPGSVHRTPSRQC
M4 ag = human M4 muscarinic receptor agonists, primary screen, CHO-K1 cells, Fluo-8 calcium fluorescence | Muscarinic acetylcholine receptor M4 (Homo sapiens), P08173 | CHO-K1 hM4/Gqi5; vehicle 0%, full acetylcholine response 100% | activation, % at 3 µM | 360,000 compounds, 0.14% hits | AID 624127, 2012;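 active means activation above the run mean over all test wells plus 3 SD, cut at about 32% in these data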;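 further: peak over basal fluorescence ratio per well then scaled between controls; 0% = DMSO wells and 100% = acetylcholine at EC100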
Target sequence (P08173 whole entry, looked up): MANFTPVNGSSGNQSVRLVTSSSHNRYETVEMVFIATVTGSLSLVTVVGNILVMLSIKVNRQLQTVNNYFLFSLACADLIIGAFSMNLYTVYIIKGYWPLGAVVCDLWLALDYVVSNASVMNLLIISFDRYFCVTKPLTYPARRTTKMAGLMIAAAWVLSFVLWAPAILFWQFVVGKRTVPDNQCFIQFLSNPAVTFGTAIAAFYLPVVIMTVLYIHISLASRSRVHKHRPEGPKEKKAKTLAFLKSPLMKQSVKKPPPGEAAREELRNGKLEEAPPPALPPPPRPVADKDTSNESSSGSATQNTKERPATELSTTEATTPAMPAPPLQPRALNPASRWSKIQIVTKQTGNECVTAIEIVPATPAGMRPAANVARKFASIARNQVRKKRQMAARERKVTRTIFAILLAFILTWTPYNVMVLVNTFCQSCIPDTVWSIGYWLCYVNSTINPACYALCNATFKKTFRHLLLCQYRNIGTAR
CHO-K1 Ca antag = M1 antagonist counterscreen hit in parental CHO-K1 cells; ATP-induced calcium, Fluo-8 fluorescence; inhibition, % at 3 µM; 360,000 compounds, 0.6% hits; AID 602250;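 active means inhibition above a per-plate cutoff, the plate's mean sample inhibition plus 3 SD, cut at about 24% in these data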;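 further: 0% = DMSO plus EC80 ATP and 100% = DMSO alone without ATP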
CHO-K1 Ca ag = counter-screen for M1 agonists: effect in parental CHO-K1 cells. Fluo-8 calcium fluorescence; scaled to maximal ATP response, vehicle zero. activation, % at 3 µM. 360,000 compounds, 0.48% hits. AID 602248, 2012; in the data active means activation above about 15%;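 further: untransfected CHO-K1 host cells lacking M1 receptor as counterscreen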
CHRM4 antagonist = human M4 muscarinic receptor antagonists, primary screen, CHO cells, Fluo-8 calcium fluorescence | AID 624125, 2012 | Muscarinic acetylcholine receptor M4 (Homo sapiens), P08173 | CHO-hM4 cells, ACh EC80 | inhibition, % at 3 µM | 360,000 compounds, 0.73% hits;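 active means inhibition above its plate's cutoff, the mean inhibition of sample wells plus 3 SD, cut at about 27% in these data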;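 further: 0% = acetylcholine EC80 with DMSO and 100% = DMSO without agonist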
CHO parental Ca = ATP-evoked calcium signal inhibitors, parental CHO, primary screen, counter-screen for OX1R antagonist project, cell-based, fluorescence, Fluo-8 calcium dye | parental CHO-K1, ATP-induced calcium, Fluo-8 fluorescence | inhibition, % at 5.6 µM | 330,000 compounds, 0.63% hits | AID 463079, 2010;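 active means inhibition above that plate's mean sample inhibition plus 3 SD, cut at about 26% in these data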;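 further: 0% = ATP-challenged DMSO wells and 100% = DMSO wells without ATP; some compounds past the cut are filed as inactive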
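Material: Parental CHO cells | Reagent: ATP | Compound dosing: Single nominal dose of 5.6 µM per compound | Detection: Intracellular calcium via Fluo-8 no-wash fluorescent dye | Read-out: % inhibition of ATP-induced calcium mobilization | Benchmarks: Low control ATP plus DMSO, high control DMSO only | Replicates: Singlicate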
CHRM1 PAM = human M1 muscarinic receptor positive allosteric modulators, primary screen, CHO-K1 cells, Fluo-8 calcium fluorescence, 1536-well | Muscarinic acetylcholine receptor M1 (Homo sapiens), P11229 | CHO-K1 hM1, ACh EC20; 0% = ACh EC20, 100% = maximal ACh | activation, % at 3 µM | 360,000 compounds, 0.088% hits | AID 588819, 2011; in the data active means activation above about 19%, passing the limit was not always enough
M1 ag = human M1 muscarinic receptor agonists, primary screen, Fluo-8 calcium fluorescence, CHO-K1 cells, HTS; CHO-K1 hM1, agonist mode; 0% DMSO, 100% acetylcholine EC100; AID 588814, 2011; activation, % at 3 µM; Muscarinic acetylcholine receptor M1 (Homo sapiens), P11229; 360,000 compounds, 0.33% hits;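 active means activation above the run's mean compound activation plus 3 SD, cut at about 16% in these data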;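 further: peak over basal fluorescence ratio within a 140 s kinetic read after compound addition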
OXTR potentiator = human OXTR potentiators, primary screen, fluorescence, CHO-OTR cells, Fluo-8 calcium; 320,000 compounds, 0.061% hits; Fluo-8 calcium fluorescence, potentiator mode; 0% = oxytocin EC15, 100% = EC100; activation, % at 3 µM;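 active means activation above that plate's cutoff, the mean activation of tested compounds plus 3 SD, cut at about 6.6% in these data, passing the limit was not always enough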;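 further: 100% uses oxytocin at 75 nM as the full agonist control; some results filed as inactive read as strong as hits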
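Measured by – Fluo-8 calcium dye fluorescence · Test system – human OTR in CHO cells · Dosing – one concentration, 3.0 µM compound · Controls – EC15 oxytocin alone as 0%, 75 nM oxytocin as 100% · Evaluation – normalized max/min fluorescence ratio, % activation · Timing – 6 min pre-incubation, 100 s read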
An asterisk follows results filed as active.

Results for CCOC(=O)c1ccc(Oc2cn[nH]c2-c2ccc(OCC(=O)NN)cc2O)cc1 ?
CHRM1 antagonist: 16; M4 ag: 18; CHO-K1 Ca antag: 9; CHO-K1 Ca ag: 6.7; CHRM4 antagonist: 9; CHO parental Ca: -6; CHRM1 PAM: -4; M1 ag: 3; OXTR potentiator: -10

What do the screens show for `COCCCNC(=O)Cn1cc(C(C)=O)c2ccccc21`?
CHRM1 antagonist: -7; M4 ag: 1; CHO-K1 Ca antag: 0; CHO-K1 Ca ag: 0.8; CHRM4 antagonist: 4; CHO parental Ca: 3; CHRM1 PAM: 1; M1 ag: -3; OXTR potentiator: 1

How did O=C(CSc1ccc2nnc(-c3ccccn3)n2n1)NCC1CCCO1 (stereo not drawn) do in these assays?
CHRM1 antagonist: -7; M4 ag: 0; CHO-K1 Ca antag: 3; CHO-K1 Ca ag: 0.1; CHRM4 antagonist: -5; CHO parental Ca: -7; CHRM1 PAM: 2; M1 ag: -2; OXTR potentiator: 0

Results for O=C(CN1C(=O)NC2(CCCC2)C1=O)Nc1nc(-c2ccc(F)cc2)cs1 ?
CHRM1 antagonist: 19; M4 ag: 10; CHO-K1 Ca antag: -5; CHO-K1 Ca ag: 3.0; CHRM4 antagonist: -5; CHO parental Ca: -33; CHRM1 PAM: -5; M1 ag: -1; OXTR potentiator: -9

Results for COc1ccc(NC(=O)NC(C(F)(F)F)C(F)(F)F)cc1 ?
CHRM1 antagonist: -15; M4 ag: 5; CHO-K1 Ca antag: -5; CHO-K1 Ca ag: 5.3; CHRM4 antagonist: 8; CHO parental Ca: 1; CHRM1 PAM: 1; M1 ag: 2; OXTR potentiator: -6

Results for CC1(C)COC(c2cccc(C3=NC(C)(C)CO3)n2)=N1 ?
CHRM1 antagonist: -4; M4 ag: 0; CHO-K1 Ca antag: 5; CHO-K1 Ca ag: 0.1; CHRM4 antagonist: 2; CHO parental Ca: 2; CHRM1 PAM: 1; M1 ag: -8; OXTR potentiator: -1

How did Cc1ccccc1CSc1nnc(NC(=O)C2COc3ccccc3O2)s1 (stereo not drawn) do in these assays?
CHRM1 antagonist: -9; M4 ag: 0; CHO-K1 Ca antag: -16; CHO-K1 Ca ag: 0.3; CHRM4 antagonist: -11; CHO parental Ca: -7; CHRM1 PAM: 11; M1 ag: -3; OXTR potentiator: -4

How did COc1ccc(CCN(C)C(=O)CN2C(=O)NC3(CCCCC3C)C2=O)cc1OC (stereo not drawn) do in these assays?
CHRM1 antagonist: -4; M4 ag: 0; CHO-K1 Ca antag: 4; CHO-K1 Ca ag: 0.5; CHRM4 antagonist: -10; CHO parental Ca: -8; CHRM1 PAM: 1; M1 ag: -2; OXTR potentiator: -2

Results for O=S(=O)(c1cccc(F)c1)N1CCN(Cc2cc3c(cc2Br)OCCO3)CC1 ?
CHRM1 antagonist: -12; M4 ag: 1; CHO-K1 Ca antag: -14; CHO-K1 Ca ag: 0.4; CHRM4 antagonist: 3; CHO parental Ca: -23; CHRM1 PAM: 9; M1 ag: -2; OXTR potentiator: -6

What do the screens show for `O=S(=O)(Nc1ccc2c(c1)nc1n2CCN(Cc2ccccc2)C1)c1ccc(F)cc1`?
CHRM1 antagonist: -4; M4 ag: 2; CHO-K1 Ca antag: -10; CHO-K1 Ca ag: 0.6; CHRM4 antagonist: 6; CHO parental Ca: 7; CHRM1 PAM: 3; M1 ag: -7; OXTR potentiator: -6

Results for COc1ccc(CN2CCSCC2)cc1C ?
CHRM1 antagonist: -11; M4 ag: 1; CHO-K1 Ca antag: -14; CHO-K1 Ca ag: 0.2; CHRM4 antagonist: -4; CHO parental Ca: -4; CHRM1 PAM: 4; M1 ag: -7; OXTR potentiator: -5

What do the screens show for `CCCNC(=O)C1(C)CCCN(C(=O)COc2ccc(Cl)cc2Cl)C1` (stereo not drawn)?
CHRM1 antagonist: -4; M4 ag: 2; CHO-K1 Ca antag: -3; CHO-K1 Ca ag: 1.5; CHRM4 antagonist: -6; CHRM1 PAM: 0; M1 ag: -2

How did CC(C)(C)C(=O)Nc1cc(NC(=O)C(C)(C)C)cc(C(=O)Nc2c[nH]c(=O)[nH]c2=O)c1 do in these assays?
CHRM1 antagonist: -1; M4 ag: 0; CHO-K1 Ca antag: 3; CHO-K1 Ca ag: -0.2; CHRM4 antagonist: 0; CHO parental Ca: -5; CHRM1 PAM: 2; M1 ag: -3; OXTR potentiator: 4

How did CC(=O)Nc1ccc(N2C(=O)CC(Sc3nccc(C)n3)C2=O)cc1 (stereo not drawn) do in these assays?
CHRM1 antagonist: -12; M4 ag: 0; CHO-K1 Ca antag: 24*; CHO-K1 Ca ag: -0.4; CHRM4 antagonist: -5; CHO parental Ca: -7; CHRM1 PAM: 11; M1 ag: 3; OXTR potentiator: -6

Results for CCOC(=O)CN(C(=O)CSc1nnc2c(n1)[nH]c1ccc(OC)cc12)c1ccc(F)cc1 ?
CHRM1 antagonist: -2; M4 ag: 3; CHO-K1 Ca antag: -2; CHO-K1 Ca ag: 1.4; CHRM4 antagonist: 4; CHO parental Ca: -26; CHRM1 PAM: -5; M1 ag: -5; OXTR potentiator: -14

Results for COC(=O)c1ccc(C[n+]2ccccc2)cc1 ?
CHRM1 antagonist: -15; M4 ag: 0; CHO-K1 Ca antag: 24*; CHO-K1 Ca ag: -0.4; CHRM4 antagonist: -8; CHO parental Ca: -9; CHRM1 PAM: 9; M1 ag: -9; OXTR potentiator: 1

What do the screens show for `COc1cc(/C=C/C(=O)N2CCN(Cc3ccccc3)CC2)cc(OC)c1OC`?
CHRM1 antagonist: -15; M4 ag: 2; CHO-K1 Ca antag: -17; CHO-K1 Ca ag: 0.3; CHRM4 antagonist: -16; CHO parental Ca: -17; CHRM1 PAM: 6; M1 ag: -7; OXTR potentiator: 1

What do the screens show for `CCOCCCNC(=O)c1cc(-c2ccc(Br)s2)nc2ccccc12`?
CHRM1 antagonist: -9; M4 ag: 5; CHO-K1 Ca antag: -2; CHO-K1 Ca ag: 3.0; CHRM4 antagonist: -12; CHO parental Ca: -21; CHRM1 PAM: 6; M1 ag: -5; OXTR potentiator: -1

How did Cc1ccc(C(C)NC(=O)C2CCCC2)cc1C (stereo not drawn) do in these assays?
CHRM1 antagonist: -5; M4 ag: 1; CHO-K1 Ca antag: 2; CHO-K1 Ca ag: 0.8; CHRM4 antagonist: 6; CHO parental Ca: -4; CHRM1 PAM: 5; M1 ag: -6; OXTR potentiator: -1

What do the screens show for `Cc1c(C2C(C#N)=C(N)OC3=C2C(=O)CCC3)cnn1C` (stereo not drawn)?
CHRM1 antagonist: 3; M4 ag: 0; CHO-K1 Ca antag: 9; CHO-K1 Ca ag: 0.5; CHRM4 antagonist: 11; CHO parental Ca: -11; CHRM1 PAM: -4; M1 ag: -8; OXTR potentiator: -8

Quoted at random: 2 compounds from above
How did CC(C)(C)C(=O)Nc1cc(NC(=O)C(C)(C)C)cc(C(=O)Nc2c[nH]c(=O)[nH]c2=O)c1 do in these assays?
CHRM1 antagonist: -1; M4 ag: 0; CHO-K1 Ca antag: 3; CHO-K1 Ca ag: -0.2; CHRM4 antagonist: 0; CHO parental Ca: -5; CHRM1 PAM: 2; M1 ag: -3; OXTR potentiator: 4

What do the screens show for `CCOCCCNC(=O)c1cc(-c2ccc(Br)s2)nc2ccccc12`?
CHRM1 antagonist: -9; M4 ag: 5; CHO-K1 Ca antag: -2; CHO-K1 Ca ag: 3.0; CHRM4 antagonist: -12; CHO parental Ca: -21; CHRM1 PAM: 6; M1 ag: -5; OXTR potentiator: -1

The list goes on.
What do the screens show for `CC(C)CCOP(=O)(c1ccc(N(C)C)cc1)C(O)c1c(Cl)cccc1Cl` (stereo not drawn)?
CHRM1 antagonist: -4; M4 ag: 2; CHO-K1 Ca antag: 8; CHO-K1 Ca ag: -0.7; CHRM4 antagonist: -16; CHO parental Ca: -5; CHRM1 PAM: 7; M1 ag: -5; OXTR potentiator: -17

Results for COc1cc(OC)cc(C(=O)OCn2nnc3ccccc3c2=O)c1 ?
CHRM1 antagonist: -11; M4 ag: 1; CHO-K1 Ca antag: -14; CHO-K1 Ca ag: 0.3; CHRM4 antagonist: 5; CHO parental Ca: -2; CHRM1 PAM: 6; M1 ag: -1; OXTR potentiator: -2

What do the screens show for `COc1ccc(N2C(=O)CSC2c2cccs2)cc1` (stereo not drawn)?
CHRM1 antagonist: -2; M4 ag: 0; CHO-K1 Ca antag: 2; CHO-K1 Ca ag: 0.1; CHRM4 antagonist: 8; CHO parental Ca: -7; CHRM1 PAM: 1; M1 ag: -9; OXTR potentiator: -5

How did O=C(O)CCN1C(=O)C2C3CC(C2C1=O)C1C(c2ccccc2)c2sc(=O)[nH]c2SC31 (stereo not drawn) do in these assays?
CHRM1 antagonist: -7; M4 ag: 1; CHO-K1 Ca antag: 11; CHO-K1 Ca ag: 11; CHRM4 antagonist: -5; CHO parental Ca: -6; CHRM1 PAM: 4; M1 ag: -8; OXTR potentiator: -10

What do the screens show for `CCOC(=O)C(C#N)C(c1cccnc1)c1c(C)[nH][nH]c1=O` (stereo not drawn)?
CHRM1 antagonist: 0; M4 ag: 0; CHO-K1 Ca antag: -4; CHO-K1 Ca ag: 0.4; CHRM4 antagonist: -5; CHO parental Ca: 1; CHRM1 PAM: 4; M1 ag: -4; OXTR potentiator: -3

How did Cc1ccc(/C=N/n2c(-c3cccnc3)n[nH]c2=S)s1 do in these assays?
CHRM1 antagonist: 6; M4 ag: 0; CHO-K1 Ca antag: -4; CHO-K1 Ca ag: -0.3; CHRM4 antagonist: 3; CHO parental Ca: -2; CHRM1 PAM: -7; M1 ag: -7; OXTR potentiator: -1

What do the screens show for `COC(=O)c1ccc(NC(=O)COc2ccc3c(c2)OCO3)cc1`?
CHRM1 antagonist: -1; M4 ag: 1; CHO-K1 Ca antag: 1; CHO-K1 Ca ag: 0.1; CHRM4 antagonist: -12; CHO parental Ca: -10; CHRM1 PAM: 10; M1 ag: -1; OXTR potentiator: -4

Results for O=C(NC12CC3CC(CC(C3)C1)C2)c1ccccc1O ?
CHRM1 antagonist: -10; M4 ag: 3; CHO-K1 Ca antag: -16; CHO-K1 Ca ag: 3.9; CHRM4 antagonist: -7; CHO parental Ca: -13; CHRM1 PAM: 4; M1 ag: -4; OXTR potentiator: -21
